Cycloheximide cs: counter-screen hit for Shiga toxin inhibitors, cycloheximide; cell reporter, cycloheximide protein synthesis inhibition counterscreen; max response, %; 300,000 compounds, 12% hits; AID 2314; in the data active = max response mostly above about 13%, no sharp cut-off; inactive = mostly below about 14%; note: read at 38.3 µM for the half of the compounds with a filed dose; 0% is about no effect
Shiga inhibitor: inhibitors of Shiga toxin in Vero cells; 290,000 compounds, 9.2% hits; inhibition, % at 38.7 µM; AID 2315; Vero cells, Shiga toxin protein synthesis inhibition reporter; in the data active = inhibition mostly above about 28%, no sharp cut-off; inactive = mostly below about 43%; note: 0% is about no effect
AmpC inh no detg: AmpC beta-lactamase inhibition without detergent | P00811 | AmpC nitrocefin hydrolysis, absorbance 480 nm, 0.0001% Triton | Potency, µM (titrated, usually from 57.1 µM), inactives show at the top dose activity change, negative = inhibition, most hits filed as inhibitors | 330,000 compounds, 0.52% hits;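 note: potency is the fitted concentration of half-maximal effect; plate controls were no compound for no effect and no enzyme for full effect; nearly all actives have a fitted effect of over 20% in size; some results filed as inactive show a strong effect at the top dose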
Target sequence (P00811 whole entry, looked up): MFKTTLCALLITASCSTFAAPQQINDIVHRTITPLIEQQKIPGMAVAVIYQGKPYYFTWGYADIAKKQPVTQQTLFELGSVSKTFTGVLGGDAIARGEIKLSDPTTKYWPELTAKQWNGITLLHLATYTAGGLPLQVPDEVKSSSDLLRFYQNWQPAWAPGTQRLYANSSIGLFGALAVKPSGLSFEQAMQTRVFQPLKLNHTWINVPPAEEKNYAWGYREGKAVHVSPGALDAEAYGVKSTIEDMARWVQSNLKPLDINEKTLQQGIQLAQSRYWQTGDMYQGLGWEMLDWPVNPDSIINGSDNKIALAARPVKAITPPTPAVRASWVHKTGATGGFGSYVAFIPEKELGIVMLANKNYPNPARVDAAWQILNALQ
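AmpC (5.3 nM in the dispensed reagent) in 20 mM phosphate pH 7.0 with 0.01% (detergent screen) or 0.0001% Triton X-100 was preincubated with compounds for 15 min at room temperature. Nitrocefin was then added from an 800 uM solution, and hydrolysis was followed at 480 nm.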
TbPYK inhibitor: T. brucei pyruvate kinase inhibition; Q57TT1; TbPYK enzyme, Kinase-Glo Plus ATP luminescence, 45 min; Potency, µM (highest dose often 76.8 µM), for inactives: at the top dose activity, negative = inhibition, usual class: inhibitors; 410,000 compounds, 0.12% hits; note: potency is the fitted concentration of half-maximal effect; % is set by controls: 0 for no effect and ±100 for the full control effect; nearly all actives have a fitted effect of over 50% in size
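Luminescent Kinase-Glo Plus end-point after 45 min room-temperature reaction of T. brucei pyruvate kinase started with 130 uM ADP (final). Buffer TEA 50 mM pH 7.2 with KCl, MgCl2, BSA, Tween-20; titration-based qHTS with fitted concentration-effect curves.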
Starred values were filed as active, the others as inactive; ? = inconclusive; . = not tested or not shown. Unless noted, calls come from the whole dose curve; as a rule, active = well fitted curve in the direction sought with a large enough effect; inconclusive = small, poorly fitted or top-dose-only effect, or another doubt; inactive = no such curve, though single readings can be large; an effect the other way counts as inactive or inconclusive. These rows are one share of the data, so the mix of outcomes need not match the whole.

| nr | molecule | Cycloheximide cs | Shiga inhibitor | AmpC inh no detg | TbPYK inhibitor |
| --- | --- | --- | --- | --- | --- |
| 1 | CC1(C)OC2CC(=O)OCC23C1CC(=O)C1(C)C3CC[C@@]2(C)[C@H](c3ccoc3)OC(=O)C3OC312 (stereo partly specified) | 6 | 23 | . | . |
| 2 | O=c1cc(-c2ccc(O)cc2)oc2cc(O[C@@H]3O[C@H](CO)[C@H](O)[C@H](O)[C@H]3O)cc(O)c12 | 49 | 29 | . | . |
| 3 | Cc1nc2c3ccccc3nc(NNC(=O)CCC(=O)N3CCN(c4cc(Cl)ccc4C)CC3)n2n1 | . | . | . | -5% |
| 4 | O=C(c1cc(Cc2n[nH]c(=O)c3ccccc23)ccc1F)N1CCN(C(=O)C2CC2)CC1 | . | . | . | 4% |
| 5 | COc1ccc(NC(=O)Cn2ccn(-c3ccc(C)c(C)c3)c(=O)c2=O)cc1Cl | . | . | . | -1% |
| 6 | CCCCC1CCC(CCCC(C)CCC(=O)O)CC1 (stereo unspecified) | . | . | . | 1% |
| 7 | COc1ccc(C(=O)Nc2nc3ccccc3n2CCOc2ccc(Cl)cc2)cc1 | . | . | . | 3% |
| 8 | CC(=O)c1ccc(OCC(=O)N2CCCCC2)cc1 | . | . | . | 1% |

Rewritten with two lines to a compound: 3 of the compounds above
Every second line gives: Cycloheximide cs, Shiga inhibitor, AmpC inh no detg, TbPYK inhibitor
5. COc1ccc(NC(=O)Cn2ccn(-c3ccc(C)c(C)c3)c(=O)c2=O)cc1Cl
 : ., ., ., -1%
6. CCCCC1CCC(CCCC(C)CCC(=O)O)CC1 (stereo unspecified)
 : ., ., ., 1%
7. COc1ccc(C(=O)Nc2nc3ccccc3n2CCOc2ccc(Cl)cc2)cc1
 : ., ., ., 3%

Of the compounds above, these contain four or more nitrogen atoms:
| nr | molecule | Cycloheximide cs | Shiga inhibitor | AmpC inh no detg | TbPYK inhibitor |
| --- | --- | --- | --- | --- | --- |
| 3 | Cc1nc2c3ccccc3nc(NNC(=O)CCC(=O)N3CCN(c4cc(Cl)ccc4C)CC3)n2n1 | . | . | . | -5% |
| 4 | O=C(c1cc(Cc2n[nH]c(=O)c3ccccc23)ccc1F)N1CCN(C(=O)C2CC2)CC1 | . | . | . | 4% |

Back to the main list, repeating the 4 entries before the break.
| nr | molecule | Cycloheximide cs | Shiga inhibitor | AmpC inh no detg | TbPYK inhibitor |
| --- | --- | --- | --- | --- | --- |
| 5 | COc1ccc(NC(=O)Cn2ccn(-c3ccc(C)c(C)c3)c(=O)c2=O)cc1Cl | . | . | . | -1% |
| 6 | CCCCC1CCC(CCCC(C)CCC(=O)O)CC1 (stereo unspecified) | . | . | . | 1% |
| 7 | COc1ccc(C(=O)Nc2nc3ccccc3n2CCOc2ccc(Cl)cc2)cc1 | . | . | . | 3% |
| 8 | CC(=O)c1ccc(OCC(=O)N2CCCCC2)cc1 | . | . | . | 1% |
| 9 | CC1=C(C(=O)O)N2C(=O)[C@@H](NC(=O)[C@H](N)c3ccc(O)cc3)[C@H]2SC1 | . | . | . | 3% |
| 10 | O=C(Nc1ccc(Cl)cc1)Nc1ccc(Cl)c(C(F)(F)F)c1 | . | . | . | -5% |
| 11 | CNC(=O)c1ccc(CSc2nc3ccncc3n2Cc2ccc(C)cc2)cc1 | . | . | . | 6% |
| 12 | COc1cc(N2CCC(N3CCN(C)CC3)CC2)ccc1Nc1ncc(Cl)c(Nc2ccccc2S(=O)(=O)C(C)C)n1 | . | . | . | -24% |
| 13 | COc1cc(Nc2c(C#N)cnc3cc(OCCCN4CCN(C)CC4)c(OC)cc23)c(Cl)cc1Cl | . | . | . | 5% |
| 14 | CCOC(=O)[C@H](CCc1ccccc1)N[C@@H](C)C(=O)N(CC(=O)O)C1Cc2ccccc2C1 | . | . | . | 3% |
| 15 | c1cnc2cc3c(cc2n1)[C@@H]1CNC[C@@H]3C1 | . | . | . | -3% |
| 16 | COc1cncc(C#Cc2ccccn2)c1 | . | . | . | -3% |

Single entries from the list.
Value of entry 9 under TbPYK inhibitor: 3%
Value of entry 16 under TbPYK inhibitor: -3%

(list continues)
| nr | molecule | Cycloheximide cs | Shiga inhibitor | AmpC inh no detg | TbPYK inhibitor |
| --- | --- | --- | --- | --- | --- |
| 17 | Cc1nn(CC(=O)NCCc2ccccc2)c(=O)c2c1sc1ccccc12 | . | . | . | 0% |
| 18 | Cc1oc(-c2cccc(Cl)c2)nc1Cn1c(SCc2ccccc2F)nc2ccncc21 | . | . | . | 0% |
| 19 | C[C@H]1c2cccc(O)c2C(=O)C2C(=O)C3(O)C(=O)C(C(N)=O)C(=O)[C@@H](N(C)C)[C@@H]3[C@@H](O)[C@@H]21 (stereo partly specified) | . | . | -19% | 11% |
| 20 | C=C1c2cccc(O)c2C(=O)C2C(=O)[C@]3(O)C(=O)C(C(N)=O)C(=O)[C@@H](N(C)C)[C@@H]3[C@@H](O)[C@H]12 (stereo partly specified) | . | . | 8.9µM* | ? |

Screening data as filed in PubChem BioAssay.
